ZTA counter – ZTA (EBV) inhibition in EBNA-1 counter-screen; P03206; ZTA-DNA binding, fluorescence polarization; inhibition, % at 11 µM; hit rate 0.15% among 320,000; AID 2234; in the data active = inhibition above about 33%
Target sequence (P03206 whole entry, looked up): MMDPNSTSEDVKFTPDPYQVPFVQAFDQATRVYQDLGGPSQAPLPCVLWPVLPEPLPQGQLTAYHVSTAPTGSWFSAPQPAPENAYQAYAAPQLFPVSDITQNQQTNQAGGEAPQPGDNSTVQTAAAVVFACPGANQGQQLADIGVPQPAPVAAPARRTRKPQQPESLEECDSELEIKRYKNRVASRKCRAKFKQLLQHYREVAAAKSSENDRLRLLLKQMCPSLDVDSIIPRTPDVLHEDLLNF
TPT1 inh – inhibitors of Candida albicans tRNA 2'-phosphotransferase TPT1. recombinant caTPT1, FP RNA substrate dephosphorylation. inhibition, % at 5 µM. hit rate 0.81% among 300,000;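 active = inhibition above the mean of all tested compounds plus 3 SD, set per screening campaign, cut at about 24% in these data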;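 note: plate controls were DMSO alone for no effect and ferristatin control at 100 nM for full effect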
PP1 counter – counter-screen for PP5 inhibitors: inhibitors of human PP1-alpha | inhibition, % at 6.7 µM | purified PP1alpha, OMFP fluorescence | hit rate 0.9% among 320,000 | P62136;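 active = inhibition above the mean inhibition of all tested compounds plus 3 SD, computed separately for each screening campaign, cut at about 15% in these data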
Target sequence (P62136 whole entry, looked up): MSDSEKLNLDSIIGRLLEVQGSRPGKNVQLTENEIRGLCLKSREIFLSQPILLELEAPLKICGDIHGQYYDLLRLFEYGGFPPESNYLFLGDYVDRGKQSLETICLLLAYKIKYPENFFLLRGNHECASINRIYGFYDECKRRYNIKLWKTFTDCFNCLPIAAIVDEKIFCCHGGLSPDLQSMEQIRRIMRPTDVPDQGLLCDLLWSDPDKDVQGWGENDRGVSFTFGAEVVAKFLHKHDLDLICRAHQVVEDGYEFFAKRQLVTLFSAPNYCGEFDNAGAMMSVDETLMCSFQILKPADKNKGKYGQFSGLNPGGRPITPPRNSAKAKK
EBNA-1 inh – blocks EBNA-1 binding to DNA | EBNA-1 DNA binding, fluorescence polarization | inhibition, % at 14.8 µM | hit rate 0.34% among 300,000; in the data active = inhibition above about 28%
PP5 inh – inhibitors of human protein phosphatase 5 (PP5) | purified PP5c, OMFP substrate fluorescence | inhibition, % at 6.7 µM | hit rate 0.18% among 320,000 | AID 1987;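 active = inhibition above the campaign's mean inhibition across all tested compounds plus 3 SD, cut at about 9.5% in these data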;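 note: 0% = DMSO only and 100% = 100 µM cantharidin control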
HCV core dimer – blocks dimerization of HCV core protein; TR-FRET GST/Flag-core106 dimerization, 1536-well; inhibition, % at 5 µM; hit rate 0.33% among 300,000;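 active = inhibition above the mean of all tested compounds plus 3 SD, set per screening campaign, cut at about 45% in these data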
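System: GST-tagged and Flag-tagged HCV core protein residues 1-106 / Input: core106 proteins, GST 13.5 nM and Flag 17 nM / Buffer or medium: KF-containing HEPES buffer, pH 7.45, DTT, CHAPS, BSA / Probe or stimulus: Eu-anti-GST and XL665-anti-Flag labelled anti-tag antibodies / Schedule: 4 h, 22.5 °C incubation / Technique: TR-FRET 671 and 617 nm emission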
GASC-1 inh – human JMJD2C demethylase inhibition; Q9H3R0; GST-JMJD2C(1-420) H3K9me3 demethylation, DELFIA europium; inhibition, % at 2.35 µM; hit rate 0.069% among 330,000; AID 2099;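 active = more than half of a compound's replicate wells show inhibition beyond 50%, single wells judged on their own value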;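 note: signal counts dimethyl H3K9 product captured on neutravidin plate; 0% = median of DMSO wells and 100% = 0.3 times that DMSO median; strong numbers were not always called active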
Target sequence (Q9H3R0 1-420 limits assumed): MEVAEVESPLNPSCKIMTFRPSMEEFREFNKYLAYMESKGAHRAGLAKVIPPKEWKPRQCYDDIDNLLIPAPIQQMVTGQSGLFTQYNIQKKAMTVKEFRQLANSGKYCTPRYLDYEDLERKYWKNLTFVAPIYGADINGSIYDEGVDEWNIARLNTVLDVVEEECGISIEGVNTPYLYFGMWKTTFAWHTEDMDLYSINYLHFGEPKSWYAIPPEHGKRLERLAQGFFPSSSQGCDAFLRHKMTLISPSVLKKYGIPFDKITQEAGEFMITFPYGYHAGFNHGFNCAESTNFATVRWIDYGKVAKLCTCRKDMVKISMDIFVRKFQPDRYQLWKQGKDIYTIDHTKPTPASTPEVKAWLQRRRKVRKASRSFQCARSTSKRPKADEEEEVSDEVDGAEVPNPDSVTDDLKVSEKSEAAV
CTSL1 counter – counter-screen for PFM18AAP inhibitors: inhibitors of F. hepatica cathepsin L1. recombinant F. hepatica cathepsin L1, Z-Leu-Arg-MCA fluorescence. inhibition, % at 5.96 µM. hit rate 0.49% among 300,000;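 active = inhibition above the mean of all tested compounds plus 3 SD, set per screening campaign, cut at about 17% in these data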;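 note: 0% = plate median of test compound wells and 100% = 1 µM Z-Phe-Ala-diazomethylketone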
Yeast superoxide – yeast age-related superoxide inhibition as caloric restriction mimetic; S. cerevisiae aged cells, superoxide DHE fluorescence; hits give low values; superoxide response (% of plate mean), % at 10 µM; hit rate 0.18% among 330,000; AID 2690;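 active = superoxide response under a set limit, about three screen SD below normal, cut at about 65% in these data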;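 note: yeast aged for seven days with compound at 30 °C before DHE staining; 100% = average MFI of all compound-treated wells on the plate with controls excluded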
* hit, by the source's call; / = not tested or not shown. Random draw from the library; about 3.1% have a hit in one of these screens.

item | compound | PP1 counter | EBNA-1 inh | CTSL1 counter | Yeast superoxide | PP5 inh | HCV core dimer | ZTA counter | TPT1 inh | GASC-1 inh
1 | CCOc1cc(N2CCOCC2)c(OCC)cc1NC(=O)COC(=O)[C@@H]1CCCN1S(=O)(=O)c1ccccc1F | 3 | -6 | 80* | 107 | -3.2 | -1 | 8 | 8 | 41
2 | COc1ccc(NC(=O)COC(=O)c2c(-c3ccccc3)noc2C)cc1 | -2 | 1 | -2 | 89 | 1.8 | -2 | 16 | 2 | 0
3 | CCCCC[C@H]1CN(C2CCCCC2)C(=O)[C@@H]1CC(=O)NCc1ccc(OC)cc1 | 1 | 4 | 6 | 88 | 1.9 | 10 | 7 | 0 | -10
4 | CCOC(=O)C(Cc1ccccc1)NC(=O)CCc1nnc2ccc(N3CCCCC3)nn12 (centres undefined) | 9 | -2 | -2 | 82 | -6.6 | -13 | 13 | -1 | -41
5 | Cc1nc2ccccc2c2nc(NC(=O)Cc3ccccc3)nn12 | -4 | 2 | -3 | 90 | 1.2 | 1 | 8 | -1 | -18
6 | CCNC(=O)/C(C#N)=C/c1c(N2CCN(Cc3ccc4c(c3)OCO4)CC2)nc2c(C)cccn2c1=O | -5 | -4 | 1 | 96 | 1.5 | -2 | 4 | 0 | 16
7 | COC(=O)C1=C(C)NC(=O)NC1c1ccc(OCC(=O)N2CCCCC2)cc1 (centres undefined) | 5 | -15 | 1 | 92 | 3.7 | 1 | -2 | 1 | 2
8 | O=C(CSc1nnc(CNC(=O)c2c(F)cccc2F)o1)NCC1CCCO1 (centres undefined) | -6 | 2 | -3 | 92 | 2.4 | -1 | -2 | -3 | 12
9 | COc1ccc(C2C3=C(Nc4ncnn42)c2ccccc2CCC3)cc1 (centres undefined) | 1 | -3 | 2 | 93 | 1.2 | 3 | -14 | -2 | -2
10 | CCc1cc(C(=O)OC)c(NC(=O)c2ccoc2C)s1 | -5 | 1 | -3 | 87 | 2.1 | -2 | -8 | 0 | 2
11 | COc1cccc(C(=O)NC2CCSC2=O)c1 (centres undefined) | -6 | 13 | -8 | 89 | -3.5 | 0 | 6 | 1 | -13
12 | O=C(Nc1cccc(-c2nc3ccccc3[nH]2)c1)c1ccccn1 | 1 | 9 | 1 | 98 | 0.1 | -5 | 11 | -5 | -4
13 | CC(NC(=O)OC(C)(C)C)C(=O)Oc1cc2oc(=O)cc(-c3ccccc3)c2cc1Cl (centres undefined) | 13 | 8 | -2 | 174 | 0.8 | 6 | 10 | 1 | 2
14 | COc1ccc(/C=N/Nc2ncnc3sc4c(c23)CCCC4)cc1OC | -2 | 2 | 4 | 107 | 1.4 | 4 | -8 | -1 | 5
15 | CC(=O)NCCn1c(SCC#N)nc2ccccc2c1=O | -4 | -2 | -4 | 78 | 3.8 | 0 | -1 | 1 | -18
16 | COc1cccc(C2CC(C(F)(F)F)n3ncc(C(=O)NC(C)(C)C)c3N2)c1 (centres undefined) | -3 | -9 | 0 | 94 | 0.6 | -1 | 7 | -4 | 1
17 | CCOc1ccccc1NS(=O)(=O)c1ccc(OC)c(OC)c1 | -7 | 5 | 10 | 114 | 2.1 | 3 | 15 | -1 | 3
18 | CC(=O)C1C(c2cccc(F)c2)c2c(n[nH]c2C)CC1(C)O (centres undefined) | -7 | -6 | 0 | 105 | 1.3 | -2 | 2 | 3 | 7
19 | CC(=O)Oc1ccc2cc(-c3nc4ccccc4n3C)c(=O)oc2c1 | 5 | -9 | -7 | 125 | 2.9 | 6 | 5 | -1 | -2
20 | Cc1ccc(-n2c(-c3cc(-c4ccco4)[nH]n3)n[nH]c2=S)c(Br)c1 | -2 | 9 | -1 | 101 | 0.3 | 17 | 14 | 3 | -11
21 | COc1ccccc1NC(=O)OC(C)c1ccc(Cl)cc1 (centres undefined) | 5 | 5 | 0 | 98 | 1.0 | -17 | -27 | -6 | -1
22 | CCN(CC(=O)Nc1c(F)cccc1F)C(=O)C1CC(=O)N(c2ccccc2OC)C1 (centres undefined) | -2 | 4 | 0 | 96 | -3.7 | 5 | 4 | 1 | -23
23 | COCCCNC(=S)N(CCCO)Cc1cc2cc3c(cc2[nH]c1=O)OCO3 | -2 | -2 | 5 | 105 | 0.5 | -3 | -13 | 3 | -1
24 | Cc1ccccc1N(CC(=O)N1CCCC1)S(=O)(=O)c1ccc(Cl)cc1 | 1 | 9 | -3 | 91 | -0.7 | 6 | 2 | 0 | 0
25 | COc1ccc(/C(N)=N/OC(=O)c2cc(-c3ccccc3)nc3ccccc23)cc1 | 0 | 9 | -2 | 100 | 0.3 | 1 | -1 | -3 | -3
26 | CCN(CC(=O)Nc1ccc2c(c1)OCCO2)S(=O)(=O)c1cccs1 | -1 | -15 | -3 | 130 | 2.9 | -5 | -6 | 0 | 9
27 | O=C(O)c1ccccc1N1C(=O)C2C3c4ccccc4C(Br)(c4ccccc43)C2C1=O (centres undefined) | 0 | -2 | -2 | 98 | -3.4 | 2 | -1 | -4 | 7
28 | c1ccc2c(c1)[nH]c1c(N3CCCC3)ncnc12 | 2 | -1 | -2 | 85 | -0.1 | -11 | 1 | -1 | 12
29 | CC(C)(C)n1nnnc1C(c1ccc2ncccc2c1)N1CCSCC1 (centres undefined) | -14 | -1 | 7 | 79 | 3.1 | 1 | -7 | -1 | -4
30 | Cc1ccc(-c2nc(CSCC(=O)N3CCN(c4ccccn4)CC3)c(C)o2)cc1 | -1 | 5 | 1 | 96 | -1.7 | 5 | 1 | -3 | 6
31 | O=C(NCc1cccs1)c1cc(-c2cccc(Cl)c2)on1 | 4 | 18 | 0 | 96 | 0.7 | 1 | 3 | -3 | 8
32 | COc1ccc(S(=O)(=O)N2CCN(C(=O)NCc3ccccc3)CC2)cc1 | -6 | -2 | -1 | 98 | -0.3 | -3 | -8 | -6 | 2
33 | Cc1ccc2nc(SCCC#N)nc(C)c2c1 | 2 | 11 | 0 | 99 | 0.8 | 3 | 0 | 1 | -2
34 | COc1ccc(-c2csc(-n3ncc(C(=O)O)c3C(F)(F)F)n2)cc1 | -1 | -17 | -2 | 102 | -5.0 | -3 | -22 | 0 | 4
35 | Cc1ccc(-c2nnn(CC(=O)NC3CCCc4ccccc43)n2)cc1 (centres undefined) | 10 | 5 | 0 | 109 | -0.4 | 16 | 5 | -3 | 12
36 | CCN(C(=O)c1cc2c(s1)-c1ccccc1S(=O)(=O)C2)c1cc(OC)ccc1OC | 3 | 0 | 6 | 110 | 2.0 | 13 | 4 | -9 | 9
37 | O=C1C=C(c2ccccc2)C[C@@H](c2ccc(Cl)cc2)C1 | 7 | / | / | 121 | 4.8 | / | -18 | / | -1
38 | Cc1cc(O)c(C=Nc2ccc(N3CCOCC3)cc2)c(C)c1Cl | 0 | 4 | 2 | 91 | 0.5 | 12 | 3 | 2 | 3
39 | Cc1cccc(NC(=O)Nc2c(C)n(C)n(-c3ccccc3)c2=O)c1C | -4 | 12 | -1 | 102 | 0.2 | 3 | -14 | -4 | -1
40 | COC(=O)[C@]1(CC(C)C)N[C@H](c2ccc(SC3CCCCC3)c(OC)c2)[C@@H]2C(=O)N(C)C(=O)[C@@H]21 | 2 | -2 | 2 | / | 5.7 | 9 | -13 | 0 | -8
41 | COc1ccccc1-c1cc(C(F)(F)F)nc(N2CCN(c3ccccc3)CC2)n1 | 1 | 9 | -2 | 92 | -0.8 | -13 | 8 | -3 | -12
42 | CCCC(=O)NCCc1cc2c(C)ccc(C)c2[nH]c1=O | -3 | 7 | -2 | 107 | 1.4 | 4 | -4 | -1 | 3
43 | O=C(O)COc1ccc2oc3ccccc3c2c1 | -6 | 2 | -3 | 102 | 2.7 | 8 | -4 | -4 | -6
44 | C[C@@H](C(=O)Nc1ccc2c(c1)OCO2)n1c(=O)[nH]c2ccccc2c1=O | -7 | -19 | 6 | 95 | -10 | 13 | 3 | 0 | 3
45 | O=C(NCCCNc1ccc([N+](=O)[O-])cc1Cl)c1ccccc1F | 2 | -4 | 4 | 104 | 4.9 | 3 | -2 | 0 | 32
46 | COc1ccc(C(=O)N/N=C\c2coc3ccc(Cl)cc3c2=O)cc1 | 2 | 0 | -1 | 93 | 4.0 | -6 | -17 | 0 | -1
47 | Nc1nc(-c2ccco2)nn1C(=O)c1cccnc1 | 4 | -1 | -3 | 103 | 2.2 | -6 | 17 | 0 | 10
48 | O=C(O)CCCC(=O)Nc1ccc(Br)cc1 | 0 | 10 | -1 | 86 | 0.3 | 2 | -2 | 1 | 1

Some entries already given, showing only PP5 inh and GASC-1 inh.
| nr | canonical_smiles | PP5 inh | GASC-1 inh |
| --- | --- | --- | --- |
| 39 | Cc1cccc(NC(=O)Nc2c(C)n(C)n(-c3ccccc3)c2=O)c1C | 0.2 | -1 |
| 40 | COC(=O)[C@]1(CC(C)C)N[C@H](c2ccc(SC3CCCCC3)c(OC)c2)[C@@H]2C(=O)N(C)C(=O)[C@@H]21 | 5.7 | -8 |

Next compounds follow.
item | compound | PP1 counter | EBNA-1 inh | CTSL1 counter | Yeast superoxide | PP5 inh | HCV core dimer | ZTA counter | TPT1 inh | GASC-1 inh
49 | CCOCCCN(C)C1CCN(S(=O)(=O)c2csc(C(N)=O)c2)CC1 | 4 | -15 | 0 | 102 | 0.5 | 3 | -3 | -1 | -3
50 | CCc1ccc(NC(=O)c2nc(S(=O)(=O)Cc3ccccc3)ncc2Cl)cc1 | 5 | 4 | 3 | 129 | -0.3 | 11 | 18 | -2 | -10
51 | COc1ccc(CCNC(=O)C(=O)NCCOc2ccccc2Cl)cc1OC | 0 | -5 | -1 | 104 | 2.5 | -2 | 2 | 3 | -7
52 | O=C(O)c1ccc(NS(=O)(=O)/C=C/c2ccccc2)cc1 | -1 | -9 | -6 | 107 | 0.7 | 3 | 0 | 0 | 8
53 | CCCCC(=O)N1C/C=C\[C@H](c2ccc(OC)cc2)N(Cc2ccc(F)cc2)C(=O)[C@@H]1C | 1 | 1 | 3 | 94 | 1.5 | 9 | 9 | 0 | -1
54 | CC(C)(C)C(=O)Nc1ccc(-c2cn3cccnc3n2)cc1 | 0 | -7 | 4 | 94 | 3.0 | -7 | 6 | -3 | 6
55 | CCCCN(Cc1cc2ccccc2[nH]c1=O)S(=O)(=O)c1ccc(C)cc1 | 9 | -13 | 2 | 98 | 4.3 | 5 | -8 | -4 | 3
56 | Cc1cc(NC(=O)CCCN2C(=O)c3cccc4cccc(c34)C2=O)no1 | -4 | -5 | 1 | 107 | 1.6 | -2 | -10 | 1 | -4
57 | Cc1nc2sc(C(c3cccc(F)c3)N3CCCC(C)C3)c(O)n2n1 (centres undefined) | -1 | -11 | -7 | 99 | -0.8 | 13 | -14 | -2 | -34
58 | Cn1c(SCC(=O)NC(C)(C)C)nnc1-c1ccc(C(C)(C)C)cc1 | -1 | 1 | 1 | 91 | -0.3 | -11 | -1 | 0 | -5
59 | Cc1cc(C)c(S(=O)(=O)N2CCCC2=O)c(C)c1 | -2 | -12 | 0 | 104 | 3.1 | 0 | -9 | 0 | 21
60 | CN1CCN(C(=O)c2cccc(NS(=O)(=O)c3ccc(Br)cc3)c2)CC1 | -4 | / | / | 91 | 1.1 | / | 1 | / | 2
61 | CCOC(=O)C1=C(C)N(C)C(=O)NC1c1c(OC)ccc2ccccc12 (centres undefined) | -5 | -12 | -1 | 95 | -3.4 | -3 | -13 | 2 | -15
62 | CN1CCN(CC(=O)Nc2ccc(Oc3ccccc3)cc2)CC1 | 1 | 1 | -2 | 108 | -0.8 | 9 | 16 | -1 | 3
63 | CCN1C(=O)NC(c2ccc(Cl)cc2)C2=C1CCCC2=O (centres undefined) | -2 | 14 | 4 | 99 | -0.1 | -3 | 5 | 1 | 8
64 | COc1ccc(C(=O)NCCn2cc(SCC(=O)NCc3ccco3)c3ccccc32)cc1 | 2 | 1 | -3 | 101 | 1.1 | 11 | 6 | -3 | 7
